PHOSPHO1 inh: blocks human PHOSPHO1 phosphatase activity; Q8TCT1; recombinant PHOSPHO1, absorbance phosphatase assay; inhibition, % at 13.3 µM; hit rate 1.1% among 290,000; in the data active = inhibition above about 60%
Target sequence (Q8TCT1 whole entry, looked up): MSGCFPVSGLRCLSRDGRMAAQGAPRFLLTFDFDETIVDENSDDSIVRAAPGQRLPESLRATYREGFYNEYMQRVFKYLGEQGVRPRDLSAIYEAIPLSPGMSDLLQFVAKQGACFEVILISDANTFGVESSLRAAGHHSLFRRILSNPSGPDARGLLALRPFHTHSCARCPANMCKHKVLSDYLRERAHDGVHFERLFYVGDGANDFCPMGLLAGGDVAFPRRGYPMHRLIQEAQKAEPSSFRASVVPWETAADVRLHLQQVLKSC
NALP1 inh: blocks the NALP1 inflammasome reconstituted in yeast. S. cerevisiae NALP1/ASC/caspase-1 growth, X-gal OD620, 72 h. inhibition, % at 10 µM. hit rate 0.61% among 280,000; in the data active = inhibition mostly above about 24%, no sharp cut-off; inactive = mostly below about 32%; note: some compounds called inactive have numbers as strong as hits
MEKK3 PB1 HTS: modulators (inhibitors or enhancers) of MEK5 binding to human MEKK3 PB1 domain | binding response (% of control), % at 10 µM | Q99759 | bead-based flow cytometry, Alexa488-MEK5 binding to MEKK3; actives lie on both sides; 0 = blocked by unlabeled MEK5, 100 = vehicle | AID 1529 | hit rate 1.4% among 290,000;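 active = binding response more than 3 SD above or below the average of its plate-row segment, actives on both sides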;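 note: Alexa488 bead fluorescence after subtracting the streptavidin-only scavenger bead signal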
GPR7 antagonist: antagonists of human GPR7 (neuropeptides B/W receptor 1); AID 1861; GPR7-expressing cells, fluorescence antagonist assay; inhibition, % at 4.4 µM; hit rate 1.1% among 290,000; in the data active = inhibition above about 16%, passing the limit was not always enough;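 note: cells stimulated with the agonist NPW; 0% = agonist with vehicle and 100% = vehicle without agonist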
Target sequence (P48145 whole entry, looked up): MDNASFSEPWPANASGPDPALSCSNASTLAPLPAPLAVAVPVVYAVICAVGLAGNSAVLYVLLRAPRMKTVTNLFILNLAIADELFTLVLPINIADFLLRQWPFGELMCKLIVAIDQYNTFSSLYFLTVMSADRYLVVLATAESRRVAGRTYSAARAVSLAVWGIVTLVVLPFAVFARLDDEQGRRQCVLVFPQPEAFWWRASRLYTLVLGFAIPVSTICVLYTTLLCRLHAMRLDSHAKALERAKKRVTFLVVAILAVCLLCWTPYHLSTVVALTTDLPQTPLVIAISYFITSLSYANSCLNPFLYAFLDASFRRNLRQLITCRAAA
MEKK2wt PB1 HTS: raises or lowers MEK5 binding to wildtype human MEKK2 PB1 domain; Q9Y2U5; bead flow cytometry, Alexa488-MEK5 binding to MEKK2 WT; actives lie on both sides; binding response (% of control), % at 10 µM; hit rate 1.1% among 290,000; AID 1531; in the data active = binding response below about 67% or above about 130%
DNA FID counter: displaces DNA intercalator in HCV helicase counter-screen; DNA fluorescent intercalator displacement, fluorescence; inhibition, % at 7.9 µM; hit rate 0.17% among 290,000; in the data active = inhibition above about 37%;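 note: 0% = vehicle and 100% = reference compound; higher means more ethidium bromide displaced from hairpin DNA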
OXTR ag: activates the human oxytocin receptor. P30559. CHO-OTR cells, Fluo-8 calcium fluorescence; normalized: DMSO 0%, oxytocin 100%. activation, % at 3 µM. hit rate 0.32% among 320,000. AID 2435;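 active = activation above the mean of all tested compounds plus 3 SD, cutoff set per screening run, cut at about 20% in these data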;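 note: peak over basal fluorescence ratio from a 100 s FLIPR kinetic read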
Target sequence (P30559 whole entry, looked up): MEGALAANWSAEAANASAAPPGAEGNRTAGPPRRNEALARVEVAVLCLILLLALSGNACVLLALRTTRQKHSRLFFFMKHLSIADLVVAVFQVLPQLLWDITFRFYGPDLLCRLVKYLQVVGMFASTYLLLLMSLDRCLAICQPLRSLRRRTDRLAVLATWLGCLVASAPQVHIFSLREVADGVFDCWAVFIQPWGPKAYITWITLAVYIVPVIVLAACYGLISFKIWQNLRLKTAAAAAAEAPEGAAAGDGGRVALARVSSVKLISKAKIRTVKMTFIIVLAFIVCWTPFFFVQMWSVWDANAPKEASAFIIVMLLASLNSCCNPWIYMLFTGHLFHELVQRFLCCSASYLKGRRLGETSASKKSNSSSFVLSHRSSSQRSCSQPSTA
M18AAP inhibitor: blocks P. falciparum M18 aspartyl aminopeptidase; hit rate 1.2% among 290,000; inhibition, % at 7.35 µM; AID 1822; recombinant PfM18AAP, H-Glu-NHMec fluorogenic cleavage;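 active = inhibition above the campaign mean inhibition over all tested compounds plus 3 SD, cut at about 28% in these data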;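 note: 0% = plate median of test compound wells and 100% = 2 mM ZnCl2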
MEKK2 mut-MEK5: signal of MEK5 binding to mutant human MEKK2 PB1 domain | bead flow cytometry, Alexa488-MEK5 binding to MEKK2 mutant | percent response, % at 10 µM | hit rate 0.35% among 290,000 | AID 1530; in the data active = percent response above about 24%, passing the limit was not always enough; note: inactives centre near 1; some results filed as inactive read as strong as hits; reference of the scale not given here
The depositor's hits bear a star; x = no result given. Rows were taken by chance. Share with any hit: about 6.2%.

SMILES | PHOSPHO1 inh | NALP1 inh | MEKK3 PB1 HTS | GPR7 antagonist | MEKK2wt PB1 HTS | DNA FID counter | OXTR ag | M18AAP inhibitor | MEKK2 mut-MEK5
COc1ccc(-c2noc(CN(C(=O)C(C)(C)C)C(C)C)n2)cc1 | 22 | x | 118 | -11 | 114 | -16 | -2.1 | -7 | 25*
COC(=O)CCC(=O)N1CN2CN(C(=O)CCC(=O)OC)CC([N+](=O)[O-])(C2)C1 | 16 | 9 | 84 | -9 | 85 | 3 | -0.2 | 1 | -24
OCCN(Cc1ccccc1)Cc1cccc(F)c1 | 9 | 15 | 101 | -11 | 102 | 5 | -0.4 | 0 | 3
CCCCP(=O)(CCCC)Cc1ccccc1O | 25 | 20 | 101 | -2 | 100 | -1 | 1.4 | 3 | 3
CC1=C(C(=O)NC2CCCc3c2cnn3-c2ccc(F)cc2F)OCCO1 (stereo not given) | 30 | 3 | 100 | -11 | 101 | -27 | 4.3 | -9 | 1
CO/N=C/C(c1ncc(C(F)(F)F)cc1Cl)S(=O)(=O)c1ccccc1 (stereo not given) | 0 | 2 | 99 | 0 | 99 | -21 | -2.0 | -2 | 3
Cc1cc(C)c(C(=O)/C=C/c2ccc3c(c2)OCO3)c(=O)[nH]1 | 49 | 21 | 99 | -9 | 99 | 1 | 0.6 | 0 | -7
Cc1ccc(-c2csc3ncnc(SCc4ccc(C(=O)O)cc4)c23)cc1 | 20 | 13 | 108 | -9 | 104 | -36 | 0.7 | -3 | 0
CC1(C)CC(=O)C(C=NCCCn2ccnc2)=C(O)C1 | -11 | 15 | 101 | -14 | 104 | 2 | 0.9 | 0 | 0
O=C(CNC(=O)c1cccs1)OCC(=O)c1ccc(Cl)cc1 | 4 | 7 | 101 | 4 | 95 | 4 | -0.8 | 0 | -10
CC(C)CN(CC(C)C)C(=O)Cc1coc2ccc3ccccc3c12 | -41 | 19 | 96 | 3 | 95 | -24 | -0.9 | 3 | -2
COc1ccc(/C=C/C(=O)N/C(=C\c2ccco2)C(=O)NCCc2nc3ccccc3[nH]2)cc1 | -12 | 30 | 103 | -9 | 110 | -17 | 1.8 | 1 | 11
CCCN1CCC(=O)N([C@H](CSc2ccc(OC)cc2)c2ccccc2)CC1 | 40 | -40 | 129* | x | 165* | x | 0.7 | x | 4
O=C(NCc1ccncc1)c1cc(-c2ccc(Cl)cc2)oc1C(F)(F)F | 32 | x | 121 | -15 | 110 | -8 | 2.2 | 1 | 22
COc1ccc(OC)c(CN2CCC(N3CCC(C(=O)NC4CC4)CC3)CC2)c1 | 17 | 15 | 102 | 1 | 105 | 5 | 0.1 | 1 | 0
COc1ccc(C(=O)O/N=C(\N)Cc2ccc([N+](=O)[O-])cc2)c(OC)c1 | 12 | 13 | 107 | 2 | 102 | -5 | -1.4 | -7 | 13
CCOC(=O)N/N=C(\c1ccccc1)C(O)c1ccccc1 (stereo not given) | -7 | 3 | 102 | -8 | 104 | -1 | -1.5 | -5 | 1
Nc1ccc(C(=O)NC23CC4CC(CC(C4)C2)C3)cc1 | 30 | 3 | 98 | -19 | 99 | -8 | 1.1 | 5 | 3
CNC(=O)NC(=O)COC(=O)CCc1nc(=O)c2ccccc2n1C | 0 | 3 | 100 | -3 | 96 | 0 | 0.8 | 3 | -2
Cc1ccc(Cl)cc1N1CCN(Cc2nc3c(c(=O)[nH]c(=O)n3C)n2CCc2ccccc2)CC1 | 7 | 16 | 107 | 2 | 102 | 9 | -1.2 | -19 | 8
O=C(Nc1ccccc1)c1cc(Cl)nc2ccccc12 | -12 | -7 | 102 | -12 | 98 | -1 | -2.8 | -2 | -2
Cc1ccc2c(NC(=O)c3ccc(Br)o3)cccc2n1 | 42 | 6 | 99 | -7 | 99 | -9 | 0.7 | -10 | 0
COCCCNC(=S)N1CCN(C(=O)C(=O)Nc2ccc(C(=O)OC)cc2)CC1 | -7 | 34 | 89 | -9 | 90 | -15 | 1.2 | 1 | -3
N#C/C(=C\Nc1ccc2cn[nH]c2c1)c1nc(-c2ccccc2)cs1 | -13 | 16 | 70 | -6 | 68 | 2 | x | -5 | -15
O=C(C1CCCN(Cc2ccccc2F)C1)N1CCCCC1 (stereo not given) | 16 | 5 | 97 | -2 | 101 | -1 | -0.4 | 2 | 6
CCOc1ccccc1NC(=O)C1CCN(S(C)(=O)=O)CC1 | -7 | 9 | 104 | 1 | 106 | -3 | -1.4 | -10 | 1
C=CCSc1ccsc1C(=O)O | 3 | 14 | 113 | 0 | 110 | -1 | 3.4 | -12 | 3
COc1ccc(CNC(=O)Nc2ccccc2)cc1 | 6 | 15 | 93 | 6 | 95 | -8 | -0.5 | -5 | -5
Cc1cccc(-n2nc(C)c3c(C(=O)O)cc(-c4cccs4)nc32)c1 | -30 | -11 | 81 | 0 | 81 | 14 | 1.0 | -8 | -11
Cc1ccc(NC(=O)CSc2nnc(Cc3cccn3C)n2-c2ccc(F)cc2)c(C)c1 | 11 | 25 | 109 | -5 | 106 | -41 | -0.8 | -3 | 7

4 compounds picked at random from the list so far:
SMILES | PHOSPHO1 inh | NALP1 inh | MEKK3 PB1 HTS | GPR7 antagonist | MEKK2wt PB1 HTS | DNA FID counter | OXTR ag | M18AAP inhibitor | MEKK2 mut-MEK5
Cc1ccc(NC(=O)CSc2nnc(Cc3cccn3C)n2-c2ccc(F)cc2)c(C)c1 | 11 | 25 | 109 | -5 | 106 | -41 | -0.8 | -3 | 7
COc1ccc(CNC(=O)Nc2ccccc2)cc1 | 6 | 15 | 93 | 6 | 95 | -8 | -0.5 | -5 | -5
O=C(Nc1ccccc1)c1cc(Cl)nc2ccccc12 | -12 | -7 | 102 | -12 | 98 | -1 | -2.8 | -2 | -2
COCCCNC(=S)N1CCN(C(=O)C(=O)Nc2ccc(C(=O)OC)cc2)CC1 | -7 | 34 | 89 | -9 | 90 | -15 | 1.2 | 1 | -3

Later entries
SMILES | PHOSPHO1 inh | NALP1 inh | MEKK3 PB1 HTS | GPR7 antagonist | MEKK2wt PB1 HTS | DNA FID counter | OXTR ag | M18AAP inhibitor | MEKK2 mut-MEK5
O=C(Cc1ccc(F)cc1)Nc1nc(-c2ccc(F)c(F)c2)cs1 | 29 | -1 | 109 | 9 | 108 | 1 | x | -2 | 3
O=C(NCc1cccs1)C1CCCCC1 | 2 | 10 | 100 | 9 | 97 | 2 | -0.8 | 4 | 2
N#Cc1ccc(-c2nc3cc(C#N)c(C#N)cc3nc2-c2ccccc2)cc1C#N | 14 | -18 | 103 | -12 | 106 | 2 | x | 3 | 1
COC(=O)C1CN(S(=O)(=O)c2cc(OC)ccc2OC)CCS1 (stereo not given) | 7 | -26 | 102 | -7 | 96 | -9 | 0.2 | 0 | -3
Cc1ccc(NC(=O)CSc2nc3c(c(=O)n(C)c(=O)n3C)n2C)cc1 | -12 | 6 | 103 | 0 | 100 | -2 | 0.2 | -1 | 2
O=C(C[n+]1ccccc1)N/N=C/c1ccc(Cl)c(Cl)c1 | 25 | 1 | 107 | -10 | 115 | 1 | -0.3 | -8 | 8
CS(=O)(=O)c1ccc(C(=O)Nc2ccc(N3CCCC3)cc2)c(Cl)c1 | -12 | 2 | 103 | -1 | 97 | -3 | 0.4 | 0 | -2
CCOc1ccccc1OCC(=O)OCC(=O)NNC(=O)c1ccc([N+](=O)[O-])cc1 | x | 6 | 100 | -18 | 108 | -3 | -0.5 | 10 | 7
CC1CCCN(C(=O)C2CCN(CC3CC=CCC3)CC2)C1 (stereo not given) | -3 | 15 | 105 | -1 | 102 | 4 | 1.2 | 5 | 2
COc1cccc(N2CCC(N3CCN(C)C(CCO)C3)CC2)c1 (stereo not given) | x | -33 | 96 | 4 | 100 | 0 | 8.9 | 2 | 0
COC(=O)c1ccc(NC(=O)CN2C(=O)CC(C)S(=O)(=O)c3ccccc32)cc1 (stereo not given) | 2 | 12 | 95 | -4 | 93 | -25 | 2.1 | 1 | -2
Cc1cc2oc(=O)cc(C)c2c(=O)o1 | -4 | 9 | 99 | 15 | 98 | 2 | -0.3 | 4 | 18
O=C(Nc1ccc(Cl)cn1)c1cccc(OCc2ccccc2)c1 | 2 | 32 | 112 | 21 | 113 | -13 | -2.2 | -6 | 15
Cc1ccccc1OCc1n[nH]c(=S)n1-c1ccccc1 | 15 | -13 | 91 | -2 | 86 | -14 | 1.4 | 20 | -9
O=C(NC1CCOCC1)C1CCC(=O)N(Cc2cccc(C(F)(F)F)c2)C1 (stereo not given) | 24 | 15 | 101 | -6 | 99 | -5 | 0.1 | -6 | 3
CCOc1ccc(C(F)(F)F)cc1NC(C)=O | 17 | 19 | 101 | -6 | 104 | 1 | -0.6 | -6 | 4
Nn1cnnc1SCC(=O)N(C1CCCCC1)C1CCCCC1 | 37 | -10 | 92 | -3 | 82 | -8 | 0.2 | 3 | -13
Cc1c(O)ccc(C(=O)CN2CCN(c3ccc(F)cc3)CC2)c1O | 26 | 6 | 97 | -8 | 95 | 4 | 0.6 | 18 | 1
CN(CC(=O)N1CCN(Cc2ccccc2)CC1)S(=O)(=O)c1ccc(F)cc1 | 43 | 14 | 96 | -7 | 94 | -23 | 0.4 | 3 | -5
CCOC(=O)Nc1nc(-c2ccccc2)c(C(=O)c2ccccc2)s1 | 15 | -1 | 100 | 20 | 100 | -13 | -2.4 | 1 | -3
CCn1c(C)nc2cc(S(=O)(=O)Nc3ccc(C)cc3)ccc21 | -38 | -35 | 94 | 12 | 94 | -9 | 3.8 | 4 | -4
C[C@@H](C(=O)NCc1ccc(S(C)(=O)=O)cc1)[C@H]1C[C@]1(C)[C@H](NC(=O)OCc1ccccc1)c1ccccc1 | 4 | 27 | 95 | -9 | 94 | -42 | -1.1 | -5 | 5
Cc1cccc(C2=N/C(=C\c3cccs3)C(=O)O2)c1 | 23 | -2 | 101 | -22 | 101 | -9 | -0.1 | 1 | 7
Cc1ccc(-n2c(C)cc(C(=O)CSc3nnnn3C)c2C)cc1 | 18 | 34 | 98 | 1 | 95 | -23 | 0.5 | 1 | 0
Cc1nnc2c3ccccc3c(-c3ccc(O)cc3)nn12 | -3 | 7 | x | 0 | x | -2 | 1.4 | 1 | x
N#Cc1ccc(-c2ccc(Cl)cc2)nc1SCC(=O)c1cccc(Cl)c1 | 76* | 54 | 106 | -4 | 102 | 1 | -0.2 | -9 | 6
CCOC(=O)C1=C(CSc2nc3ccccc3s2)NC(=O)NC1c1cc(C)ccc1C (stereo not given) | 22 | 4 | 100 | -4 | 88 | -22 | -1.0 | -7 | 0
O=C(Nc1ccc(F)cc1)N(Cc1cccs1)Cc1cc2cc3c(cc2[nH]c1=O)OCO3 | 11 | 32 | 107 | 3 | 97 | -2 | -1.9 | -12 | 0
CC(C)n1cc(/C=N\NC(=O)c2cc3c(ccc4ccccc43)o2)c2ccccc21 | 1 | 25 | 103 | -9 | 100 | 4 | x | -6 | 1
Cc1sc2ncn(CC(=O)NCCN(C)C)c(=O)c2c1S(=O)(=O)N1CCC(C)CC1 | 20 | 12 | 101 | -5 | 100 | 2 | 0.6 | 4 | 8
O=C(CCC(=O)Nc1cccc(Cl)c1)N/N=C/c1cc([N+](=O)[O-])ccc1O | 32 | -2 | 97 | 2 | 90 | 3 | -0.3 | -4 | -9
O=C(Nc1ccc(NS(=O)(=O)c2ccccc2)cc1)c1ccc(Cl)cc1 | 28 | 20 | 100 | -5 | 97 | -3 | 0.9 | -9 | -4
CN(C)C(=O)c1ccc2c(c1)n(C)c(=O)n2C | -1 | -29 | 109 | 5 | 108 | -3 | 0.2 | -1 | 3
CC1CCC(C(C)C)C(OCC[N+](C)(C)C)C1 (stereo not given) | -2 | 35 | 143* | 3 | 111 | 8 | 1.6 | 6 | 1
O=C1Nc2cc(C(=O)NCC3CCCO3)ccc2S/C1=C/c1ccccc1F (stereo not given) | 12 | 0 | 104 | 11 | 101 | -47 | 1.6 | 4 | 4
